LRH-1 inv ag = inverse agonists of human LRH-1 (NR5A2) | O00482 | HEK293T StAR-luciferase reporter, LRH-1 transfected, 24 h | inhibition, % at 3.6 µM | actives 0.13% (n = 360,000) | AID 602396;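 active means inhibition above the mean inhibition of all tested compounds plus 3 SD, cut at about 73% in these data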;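 further: 0% = DMSO wells and 100% = reporter-only cells lacking LRH-1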
Target sequence (O00482 whole entry, looked up): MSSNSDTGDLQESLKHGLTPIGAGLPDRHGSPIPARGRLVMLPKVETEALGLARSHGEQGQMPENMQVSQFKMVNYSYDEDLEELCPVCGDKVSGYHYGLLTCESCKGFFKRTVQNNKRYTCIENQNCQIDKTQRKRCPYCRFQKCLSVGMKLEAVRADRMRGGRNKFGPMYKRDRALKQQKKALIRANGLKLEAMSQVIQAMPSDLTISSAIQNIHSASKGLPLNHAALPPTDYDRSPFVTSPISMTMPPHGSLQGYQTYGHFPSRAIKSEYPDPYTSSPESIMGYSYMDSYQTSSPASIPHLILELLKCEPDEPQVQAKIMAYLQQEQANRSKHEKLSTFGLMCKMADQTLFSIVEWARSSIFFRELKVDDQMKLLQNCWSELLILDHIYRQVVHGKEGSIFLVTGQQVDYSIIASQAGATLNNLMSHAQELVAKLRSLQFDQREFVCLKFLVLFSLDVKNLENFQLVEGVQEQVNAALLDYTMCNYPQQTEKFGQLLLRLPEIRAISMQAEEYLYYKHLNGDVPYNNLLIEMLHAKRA
TWEAK Fn14 block = TWEAK-Fn14 signaling inhibition. inhibition, % at 10 µM. actives 2% (n = 360,000). TWEAK-stimulated Fn14 reporter cells, luciferase luminescence, 8 h; in the data active means inhibition above about 50%
C8 TRAIL sens = caspase-8 TRAIL sensitization | NB7+C8 cells + TRAIL, ATPlite viability luminescence | inhibition (viability loss, TRAIL sensitization), % at 10 µM | actives 1% (n = 360,000);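 active means compounds causing at least 50% loss of cell viability in the single-dose screen, relative to plate controls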
COUP-TFII inh = NR2F2 (human) inhibition, primary screen. HEK293T NGFI-A luciferase reporter, luminescence. actives 0.7% (n = 370,000). inhibition, % at 8.6 µM. AID 686940;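 active means inhibition above a per-plate cutoff, mean inhibition of test wells between control levels plus 3 SD, cut at about 38% in these data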;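 further: cells cotransfected with COUP-TFII expression vector driving the NGFI-A reporter; 0% = median of COUP-TF2 test wells and 100% = reporter-only cells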
Target sequence (P24468 whole entry, looked up): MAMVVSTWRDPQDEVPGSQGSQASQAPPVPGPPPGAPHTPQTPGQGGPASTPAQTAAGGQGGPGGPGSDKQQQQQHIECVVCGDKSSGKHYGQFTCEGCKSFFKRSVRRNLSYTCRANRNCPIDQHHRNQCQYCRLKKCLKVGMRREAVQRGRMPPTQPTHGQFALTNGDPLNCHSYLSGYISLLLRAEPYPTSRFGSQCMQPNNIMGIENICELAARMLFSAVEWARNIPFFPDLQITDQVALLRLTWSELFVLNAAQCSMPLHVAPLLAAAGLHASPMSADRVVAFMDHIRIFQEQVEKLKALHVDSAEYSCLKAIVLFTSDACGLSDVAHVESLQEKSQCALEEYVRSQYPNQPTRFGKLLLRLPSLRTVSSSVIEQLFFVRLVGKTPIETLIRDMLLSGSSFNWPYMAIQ
SRC1 inh = human NCOA1 inhibition. HEK293 GAL4-SRC1 luciferase reporter, luminescence. inhibition, % at 3.6 µM. actives 0.12% (n = 360,000). AID 588354;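 active means inhibition above the campaign mean plus 3 SD, with each screening campaign given its own cutoff, cut at about 60% in these data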;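 further: 0% = DMSO treated cells and 100% = gossypol at 36 µM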
Shn3 3UTR inh = inhibitors of Schnurri-3 3'UTR reporter in osteoblasts | Clone20 osteoblast Shn3 3'UTR firefly luciferase, 24 h | inhibition, % at 12.5 µM | AID 588674 | actives 0.52% (n = 360,000);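 active means mean inhibition of at least 75% with every replicate also reaching 75%; inconclusive means mean inhibition at least 75% but some replicate below; inactive means mean inhibition below 75%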;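 further: 0% = median of neutral control wells and 100% = pilot-screen positive control compound; some compounds past the cut are filed as inactive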
KKLEB cytotox = reduces viability of KKLEB cystic fibrosis airway cells | KKLEB CF airway cells viability, ATPlite luminescence, overnight; stronger effect = lower value; cells stimulated with P. aeruginosa culture filtrate | activity change (cytotoxicity), % at 5 µM | AID 602141 | actives 0.36% (n = 360,000);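 active means corrected activity change at or below -50% at 5 µM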
LMP1 NFkB inh = reduces LMP1-driven NF-kappaB luciferase signal; LMP1-induced NF-kappaB luciferase reporter cells, luminescence; inhibition, % at 12.5 µM; actives 0.69% (n = 350,000); in the data active means inhibition above about 41%; inconclusive means no clear call, values can overlap the other calls;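 further: 0% = neutral control wells and 100% = reference inhibitor control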
CF NFkB block = cystic fibrosis NF-kB activation inhibition; inhibition, % at 5 µM; KKLEB NF-kB-GFP reporter, PAF-induced, GFP fluorescence overnight; AID 588850; actives 0.86% (n = 360,000);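 active means at least 50% inhibition at 5 µM, scaled per plate between neutral and stimulator controls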;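 further: PAF is a Pseudomonas aeruginosa culture filtrate used as stimulus; plate controls were PAF-stimulated DMSO wells for no effect and unstimulated DMSO wells for full effect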
TROY signal inh = inhibitors of TROY-dependent NF-kB signaling | Q293 LMP1-TROYcd NF-kB luciferase reporter, 4 h | actives 0.98% (n = 360,000) | inhibition, % at 10 µM | AID 1347056;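 active means compounds whose plate-normalised and pattern-corrected inhibition of the luciferase reporter signal at the single screening dose is 50% or more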
NCOA3 inh = inhibitors of human steroid receptor coactivator 3 (SRC3); HEK293 GAL4-SRC3 luciferase reporter, luminescence; actives 0.17% (n = 360,000); inhibition, % at 3.6 µM;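 active means inhibition above a per-campaign cutoff, the mean of all compounds plus 3 SD, cut at about 60% in these data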;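 further: 0% = DMSO-treated cells and 100% = gossypol-treated cells at 36 µM; higher means less SRC3-driven luciferase light from the GAL4 reporter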
An asterisk follows results filed as active; ? = inconclusive; · = not tested or not shown. These rows are one share of the data. The share of hits here may be higher or lower than overall.

Each structure is followed by: LRH-1 inv ag	TWEAK Fn14 block	C8 TRAIL sens	COUP-TFII inh	SRC1 inh	Shn3 3UTR inh	KKLEB cytotox	LMP1 NFkB inh	CF NFkB block	TROY signal inh	NCOA3 inh
(1) Cn1c(SCC(=O)NCc2cccs2)nnc1-c1ccco1
→ -6.3	-21.4	-5.1	1.6	-3.7	-32.9	8.4	2.4	8.8	-21.6	2.9
(2) CCc1ccc(OCCOCC(O)CN(CCO)CCO)cc1 (stereo unspecified)
→ -9.6	-3.3	0.8	7.9	-7.4	-23.3	-6.6	-0.4	-12.9	-4.1	7.9
(3) CC1(C)Cc2c(sc(NC(=O)Nc3ccccc3)c2C(N)=O)CO1
→ -93.5	-23.2	1.2	-43.7	-109.0	-110.4	1.2	-18.8	22.7	-11.1	-103.0
(4) O=Cc1ccc(-c2cccs2)s1
→ 20.1	-17.9	6.9	-20.8	-11.4	-6.1	-19.2	75.9*	3.1	3.8	-19.4
(5) COc1ccc(-c2ccc(SCC(=O)Nc3nccs3)nn2)cc1OC
→ -9.3	-0.7	-0.7	-32.1	-14.7	-43.4	-18.9	-2.5	25.7	-18.8	3.0
(6) Oc1ccc(C[C@H]2CNC(=S)N2CC2CCCN2C[C@H](Cc2ccc(O)cc2)N2C[C@H](Cc3ccccc3)N(CCc3ccccc3)C2=S)cc1 (stereo partly specified)
→ -12.9	54.9*	6.0	-5.2	2.9	9.9	7.5	2.0	8.8	4.9	-7.2
(7) CC(C)CC(NC(=O)C1CCCN1C(=O)CNC(=O)OCc1ccccc1)C(=O)O (stereo unspecified)
→ -7.9	-8.0	4.4	6.4	7.3	-8.8	-7.6	-3.7	-3.9	-4.8	15.5
(8) CCOc1ccc(CNC(=O)CCC(=O)N2Cc3cccc(OC)c3Oc3ncccc32)cc1
→ 3.1	-24.9	-17.5	-13.9	12.8	-7.6	3.2	2.7	-16.4	1.7	5.1
(9) Cc1ccc(NC(=O)CN2CCCCCC2)cc1[N+](=O)[O-]
→ -48.7	0.0	-1.1	-11.9	-30.7	-41.9	5.1	-34.5	-1.6	-54.8	-51.5
(10) O=S(=O)(c1ccc(-c2ccno2)s1)N1CCCCC1
→ 5.8	6.4	-1.4	-19.5	-17.6	27.9	-9.0	-6.8	7.2	-14.3	14.8
(11) COC(=O)[C@@H](CC(C)C)NS(=O)(=O)N(Cc1ccccc1)[C@@H](CC(C)C)C(=O)OC
→ 15.7	-5.2	8.3	5.7	13.2	0.5	1.8	-11.1	8.4	-7.6	18.5
(12) Cc1ccc(NC(=O)CCc2nnc3ccc(N4CCC5(CC4)OCCO5)nn23)nc1
→ 0.5	-61.0	-21.7	4.9	-12.4	-14.6	21.4	-1.9	-44.3	-3.7	-4.9
(13) CCOC(=O)c1cccc(NC(=O)CCc2nc(-c3ccc(C)cc3)no2)c1
→ 4.0	35.0	7.8	9.7	-135.0	11.6	1.2	-0.4	-2.2	46.6	-12.5
(14) COc1ccc(S(N)(=O)=O)cc1C(=O)OCC(=O)N1CC(=O)Nc2ccccc21
→ 13.7	-5.2	1.4	5.3	-14.2	3.8	24.4	-0.6	-9.1	-5.3	-16.8
(15) c1ccc(-c2nn3nnnc3c3ccccc23)cc1
→ -21.9	-10.2	-10.7	-12.2	3.6	-4.8	-2.4	10.8	-3.5	4.7	-27.0
(16) CC(C)OC(=O)C1=C(N)N2C(=O)CSC2=C(C(=O)OC(C)C)C1
→ -13.8	0.5	-7.3	9.2	-10.4	-13.1	-5.3	-4.4	-1.9	-3.6	6.8
(17) CC(NC(=O)C1CCC(C)(C(=O)O)C1(C)C)c1ccccc1 (stereo unspecified)
→ -6.2	-14.2	-7.2	0.1	-93.6	-2.8	3.5	11.6	11.2	-2.6	-4.4
(18) CCOC(=O)N1CCC(=NNC(=O)COc2ccc(OC)cc2)CC1
→ 5.0	95.9*	-12.4	-7.2	-10.9	-4.6	6.1	2.8	2.0	-7.5	19.3
(19) O=C(O)c1cccc(N2C(=O)c3cc4cccc(Br)c4cc3C2=O)c1
→ 9.4	-30.9	3.3	7.0	-7.5	-23.2	15.7	-3.3	-17.5	-2.7	4.2
(20) O=C1C=CC2C3C(=O)N(c4ccccc4)C(=O)C3C1N2Cc1ccccc1 (stereo unspecified)
→ 24.2	94.8*	19.2	60.1*	22.0	?	-17.4	23.2	80.3*	55.4*	13.3
(21) O=C(CSc1ccc(-c2ccccc2)nn1)c1cccs1
→ -42.8	-3.6	1.6	-26.0	-30.9	-27.4	3.5	-16.2	-11.8	-53.3	-54.5
(22) CCCn1c(C2CCCN2c2nc(-c3cccc(Br)c3)cs2)nc2ccccc21 (stereo unspecified)
→ 3.3	9.2	2.7	-12.8	1.4	-0.5	19.0	5.4	-9.6	-0.8	-0.1
(23) CC1(C(=O)NS(=O)(=O)C2CC2)CCN(C(=O)c2cc3ccccc3s2)C1 (stereo unspecified)
→ -2.3	-1.9	-4.1	2.7	-205.4	3.4	6.6	·	-16.9	-2.6	4.8
(24) O=C(c1ccc(-c2nnc(Nc3cccc(Cl)c3)c3ccccc23)cc1)N1C[C@H]2C[C@H](C1)c1cccc(=O)n1C2
→ 6.5	14.6	5.1	-18.2	-9.0	18.4	8.6	6.2	6.4	-5.7	2.9
(25) Cc1ccc(S(=O)(=O)NN2C(=O)c3ccccc3NC2c2ccccc2)cc1 (stereo unspecified)
→ 8.8	4.8	-3.7	4.8	-1.2	-2.3	-0.6	4.1	-0.8	11.8	12.9
(26) CCOc1ccccc1-n1c(SCC(=O)N(CC)CC)nnc1-c1ccccn1
→ 4.3	4.7	19.2	-4.0	-4.3	-1.2	-3.5	-5.0	-2.5	4.3	23.6
(27) CC(C)C(=O)N1CCC1(C)C(=O)Nc1ccc2[nH]ccc2c1 (stereo unspecified)
→ -10.8	17.4	-40.4	·	3.4	-17.4	13.9	·	10.5	11.1	7.0
(28) O=C(COC(=O)c1ccccc1[N+](=O)[O-])Nc1cccnc1Cl
→ -0.6	-19.1	-1.5	-2.2	-36.3	-41.0	10.0	3.5	-5.7	-18.4	-21.3
(29) O=C(N/N=C/c1cccnc1)c1ccc(CN2c3cccc4cccc(c34)S2(=O)=O)cc1
→ -14.4	-10.6	0.9	2.1	-3.5	5.6	-2.0	-9.7	-10.7	18.2	0.1
(30) CCn1c(SCC(=O)NCc2ccco2)nc2cccnc21
→ 12.3	4.3	-11.4	-11.6	-15.3	-16.3	3.7	-2.0	6.6	-0.8	0.7
(31) COc1cc(CNc2ncnc3c2ncn3[C@H]2CN(Cc3ccc4c(c3)OCO4)C[C@@H](CO)O2)cc(OC)c1OC
→ 13.9	-18.6	1.0	-6.8	5.5	-3.4	2.0	·	-14.3	12.6	6.0
(32) Cc1nc(-c2coc3cc(OCC(=O)O)ccc3c2=O)cs1
→ -2.5	16.0	50.1*	0.8	-8.5	14.5	6.6	22.7	6.8	-19.5	-2.0
(33) COCCNC(=O)Cc1ccc(Br)cc1
→ 11.1	-1.8	-6.5	-8.3	-3.7	-2.2	-3.8	-19.9	10.6	13.7	10.6
(34) C/[N+]([O-])=C\c1ccc([N+](=O)[O-])o1
→ 21.4	-1.9	-6.9	·	-2.8	19.5	-2.5	-1.5	10.8	-6.5	3.4
(35) CC1CC(=O)N(Cc2ccccc2)c2ccccc2N1C=O (stereo unspecified)
→ -15.4	-4.9	-5.4	-19.4	-4.3	13.4	13.8	0.9	-1.2	3.5	10.1
(36) COCCCN1C(=O)CC(C(=O)OC)=C1C
→ 6.5	-4.3	-3.4	0.9	10.8	-11.1	-12.9	-1.9	-4.2	-14.3	-1.6
(37) Cc1[nH]c2ccccc2c1SCC(=O)N1CCCCCC1
→ -3.4	-12.2	-10.6	7.7	11.8	6.5	-2.3	-8.1	8.7	-13.5	5.2
(38) Cc1cc(C)c(S(=O)(=O)N2CCN(C)CC2)c(C)c1
→ 8.0	-16.5	6.7	2.3	-5.1	-10.8	-28.0	1.1	10.3	2.6	8.7
(39) O=C(CSc1ccc(-c2ccccn2)nn1)c1ccccc1
→ -60.1	-15.5	-26.8	-16.9	-37.7	-48.4	-3.2	-9.1	5.3	-28.1	-69.4
(40) ON(CCc1ccccn1)CCc1ccccn1
→ -4.7	26.4	-5.0	·	-29.2	-3.8	1.6	-0.9	-1.5	-6.3	-9.4
(41) Cc1ccc(S(=O)(=O)N2CCN(C)CC2)cc1[N+](=O)[O-]
→ 18.9	-14.2	5.7	·	-7.5	4.7	5.2	8.3	-6.6	5.9	1.6
(42) COCCN(Cc1ccc(C)cc1)C(=O)[C@H]1O[C@@H](n2cnc3c(N)ncnc32)[C@H](O)[C@@H]1O
→ -12.3	1.1	-4.2	-2.6	1.2	9.7	-11.6	·	-24.0	13.1	-3.8
(43) CC(C)n1c(N2CCN(C(=O)Nc3ccc(F)cc3F)CC2)nc2ccccc21
→ 5.5	13.8	20.2	-4.1	1.1	7.7	13.0	-0.5	0.4	-1.7	9.5
(44) Cc1ccc(NC(=O)c2cc(-c3ccc(C)c(C)c3O)n[nH]2)cc1C
→ -8.2	3.8	-16.6	4.9	15.1	5.3	9.0	8.0	2.0	-4.2	-3.7
(45) Cc1ccc(-n2c(=O)c3c(C)c(C)sc3n(Cc3cc(=O)n4ccccc4n3)c2=O)cc1C
→ -8.2	6.2	5.1	13.6	10.1	15.3	11.7	8.3	-4.9	13.6	5.0
(46) COc1cc(/C=N/N(C)c2ccccc2)cc(Cl)c1O
→ -19.4	-3.1	-3.9	-33.3	-38.4	-72.1	-2.6	-17.6	-16.2	-78.1	-33.6
(47) COC(=O)c1ccc(CCc2cc(O)c(Br)cc2O)cc1
→ -44.9	91.8*	48.9*	-20.3	-38.0	-11.9	-1.6	-75.2	3.9	-3.5	-27.7

Bioassay records deposited in PubChem BioAssay by several laboratories.
